Screening data as filed in PubChem BioAssay.
CHRM5 antagonist = antagonists of human muscarinic M5 receptor (CHRM5); P08912; inhibition, % at 3 µM; 360,000 compounds, 0.59% hits; AID 624040; CHO-hM5 cells, Fluo-8 calcium fluorescence, ACh EC80;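 active means inhibition above a per-plate cutoff, the mean of that plate's test compounds plus 3 SD, cut at about 27% in these data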;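 further: 0% = acetylcholine EC80 with DMSO and 100% = DMSO without agonist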
Target sequence (P08912 whole entry, looked up): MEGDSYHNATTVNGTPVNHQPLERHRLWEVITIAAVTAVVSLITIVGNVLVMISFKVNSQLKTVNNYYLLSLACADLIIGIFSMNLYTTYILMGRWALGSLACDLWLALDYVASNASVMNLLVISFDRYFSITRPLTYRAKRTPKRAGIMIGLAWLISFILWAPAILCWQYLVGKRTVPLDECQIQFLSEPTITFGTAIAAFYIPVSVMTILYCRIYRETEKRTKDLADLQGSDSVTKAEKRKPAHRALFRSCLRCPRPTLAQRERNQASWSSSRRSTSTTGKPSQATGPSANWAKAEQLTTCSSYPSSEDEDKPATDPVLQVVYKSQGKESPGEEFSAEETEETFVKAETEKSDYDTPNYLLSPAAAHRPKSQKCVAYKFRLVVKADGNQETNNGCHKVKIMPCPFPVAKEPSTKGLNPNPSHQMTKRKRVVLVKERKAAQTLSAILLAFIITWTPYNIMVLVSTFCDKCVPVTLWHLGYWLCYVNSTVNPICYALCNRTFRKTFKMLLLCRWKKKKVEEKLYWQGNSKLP
CHRM5 PAM = CHRM5 positive allosteric modulation | P08912 | AID 624038 | 360,000 compounds, 0.3% hits | CHO-K1 hM5, Fluo-8 calcium, ACh EC20 PAM; 0% = ACh EC20, 100% = ACh EC100 | activation, % at 3 µM;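 active means activation above the run cutoff, the mean activation of all test compounds plus 3 SD, cut at about 18% in these data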
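System: CHO-K1 hM5 cells. Reagent: acetylcholine, EC20 level. Compound dosing: single dose, 3 µM nominal final test concentration. Timing: Post-acetylcholine fluorescence recording 140 s. Detection: Fluo-8 calcium fluorescence. Read-out: % activation, ACh-normalized. Benchmarks: ACh EC20 and EC100 wells. Repeats: singlicate, one well per test compound.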
CRFR2-BP ag = CRF-BP/CRF-R2 complex agonism. activation, % at 13.2 µM. HEK293 CRF-R2/CRF-BP, calcium dye fluorescence (FLIPR); percent of saturating CRF peptide response. 350,000 compounds, 0.46% hits;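 active means activation of at least 50%, plus an integration ratio under a set limit after plate pattern correction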;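 further: plate controls were neutral control wells without compound for no effect and CRF at EC100 for full effect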
CHO-K1 Ca PAM = nonselective activator or artifact in parental CHO-K1 calcium assay; ATP EC20, Fluo-8 calcium fluorescence; 0% at ATP EC20, 100% at ATP max; activation, % at 3 µM; 360,000 compounds, 0.02% hits;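 active means activation above the run cutoff, the mean activation of all test compounds plus 3 SD, cut at about 40% in these data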;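 further: peak over basal fluorescence ratio in a 140 s read after ATP addition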
M5 ag = agonists of human muscarinic M5 receptor (CHRM5). CHO-K1 hM5 cells, Fluo-8 calcium fluorescence; 0% DMSO wells, 100% maximal acetylcholine response. P08912. 360,000 compounds, 0.19% hits. AID 624037. activation, % at 3 µM;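 active means activation above the run's mean over test compounds plus 3 SD, cut at about 23% in these data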;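 further: signal is peak over basal fluorescence ratio across the kinetic read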
TAAR1 ag = human TAAR1 agonism; Q96RJ0; CHO RD-HGA16 TAAR1, Fluo-8 calcium fluorescence; vehicle wells 0%, saturating PEA agonist 100%; activation, % at 3 µM; 360,000 compounds, 0.99% hits; AID 624467;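 active means activation above the mean activation of all test compounds in the run plus 3 SD, cut at about 38% in these data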
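Signal – calcium-sensitive Fluo-8 signal, excitation 470-495, emission 515-575 nm · System – RD-HGA16 (CHO) cells co-expressing Gα16 and hTAAR1 · Incubation – 17-24 h seeding, 75 min 37 °C dye, 30 min RT · Compound dosing – 3 µM single concentration · Repeats – no replicates (n 1)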
CRFBP-R2 block = blocks CRF-induced signaling of the CRF-BP/CRF-R2 complex; HEK293 CRF-R2/CRF-BP, CRF-induced calcium fluorescence; 350,000 compounds, 0.59% hits; inhibition, % at 11.8 µM;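 active means inhibition of the ligand-induced calcium signal above about 50% at the single tested concentration, limit read from the data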
TAAR1 antag = antagonists of human TAAR1; Q96RJ0; CHO RD-HGA16 TAAR1, Fluo-8 calcium fluorescence, antagonist; inhibition, % at 3 µM; 360,000 compounds, 1.5% hits;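 active means inhibition above a per-plate cutoff, the mean inhibition of test compounds on that plate plus 3 SD, cut at about 49% in these data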;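 further: 0% = DMSO plus EC80 beta-PEA response and 100% = DMSO alone without agonist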
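Material: CHO RD-HGA16 cells bearing hTAAR1; compound dosing: one-point dosing, 3 µM nominal final; schedule: dye loading 75 min at 37 °C, then 30 min room temperature; measured by: calcium fluorescence with Fluo-8; control set: vehicle and agonist controls; replication: n of 1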
CHRM4 PAM = CHRM4 positive allosteric modulation. CHO-K1 hM4/Gqi5, Fluo-8 calcium fluorescence, ACh EC20; 0% = ACh EC20, 100% = maximal ACh. activation, % at 3 µM. P08173. 360,000 compounds, 0.4% hits. AID 624126;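 active means activation above its plate's cutoff, the mean activation of sample wells plus 3 SD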; further: some results filed as inactive read as strong as hits
Target sequence (P08173 whole entry, looked up): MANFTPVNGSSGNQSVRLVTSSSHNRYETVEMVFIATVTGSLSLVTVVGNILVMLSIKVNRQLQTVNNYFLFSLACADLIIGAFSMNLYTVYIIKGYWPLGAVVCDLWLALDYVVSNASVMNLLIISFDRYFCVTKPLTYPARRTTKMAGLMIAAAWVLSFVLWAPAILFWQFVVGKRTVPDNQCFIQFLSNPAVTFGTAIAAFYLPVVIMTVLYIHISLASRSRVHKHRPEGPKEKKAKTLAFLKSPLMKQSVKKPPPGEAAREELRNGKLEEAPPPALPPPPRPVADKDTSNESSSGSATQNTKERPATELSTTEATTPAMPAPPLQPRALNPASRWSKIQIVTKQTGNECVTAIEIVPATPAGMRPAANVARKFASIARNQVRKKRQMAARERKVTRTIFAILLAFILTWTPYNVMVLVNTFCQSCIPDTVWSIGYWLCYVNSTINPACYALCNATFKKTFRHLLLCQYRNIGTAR
Active calls of the source: *. Not a hit list; any-hit rate near 4.2%.

SMILES	CHRM5 antagonist	CHRM5 PAM	CRFR2-BP ag	CHO-K1 Ca PAM	M5 ag	TAAR1 ag	CRFBP-R2 block	TAAR1 antag	CHRM4 PAM
CCOC(=O)c1ccc(N=C2SC(C(=O)NC)CC(=O)N2CCc2ccccc2)cc1 (centres undefined)	3	-4	-0.6	-9	5	7	7	-17	-8
Cc1cccc(NC(=O)COc2ccccc2C)n1	1	-4	1.2	-1	0	10	-4	11	7
COc1ccc2c(C)c(CC(=O)N3CCN(C(=O)C4COc5ccccc5O4)CC3)c(=O)oc2c1 (centres undefined)	5	-3	0.3	-12	-2	6	10	3	-9
CNS(=O)(=O)c1ccc(C)cc1	10	-7	-1.2	-2	-3	0	14	-3	-3
O=C(CCC(=O)c1cccs1)OCC(=O)c1ccccc1F	7	-1	3.9	-3	1	0	-13	7	-1
O=C(Nc1ccccc1)N1CCSc2cc(Cl)ccc21	7	-4	-0.3	23	-1	0	11	-25	13
CCOC(=O)NN1C(=O)c2ccccc2NC1c1ccccc1O (centres undefined)	0	3	0.8	14	-3	0	-17	-10	5
N#CC1=C(N)N2C(=C(C#N)C13CCN(Cc1ccccc1)CC3)Nc1ccccc12	1	-11	6.0	14	-4	10	-19	7	-2
O=C(NCc1ccc(F)cc1)c1cc(S(=O)(=O)N2CCOCC2)ccc1F	2	-3	1.2	-12	2	1	1	17	4
Cc1[nH]c2ccccc2c1C(=O)C(=O)N1CCN(c2ccccc2)CC1	-9	1	0.9	-14	0	7	-8	-7	-5
COc1ccc(OCc2nnc(SCC(=O)NCC3CCCO3)n2N)cc1 (centres undefined)	-1	-12	1.0	-9	0	-1	-4	-14	0
CC1CCCCC1NC(=O)CCS(=O)(=O)c1ccc2c(c1)NC(=O)CS2 (centres undefined)	4	2	1.0	2	-2	1	35	-19	2
O=C(CC1SC(N2CCCC2)=NC1=O)Nc1ccc(C(=O)NCCOc2ccccc2F)cc1 (centres undefined)	0	-10	4.1	8	-1	0	9	5	10
Cc1ccc(C)c(CN2C(=O)COc3ccccc32)c1	23	-9	-1.1	14	-10	-3	10	3	3
CCOc1cc(CNCc2ccccn2)cc(Cl)c1OCC	3	-1	-0.4	-10	-8	0	-6	10	-6
COC(=O)c1ccc(CSc2nnc(N)s2)cc1	4	-6	0.3	15	1	8	3	12	10
COc1ccc2[nH]c(=O)c(CN(Cc3ccc(C)cc3)Cc3nnnn3CC3CCCO3)cc2c1 (centres undefined)	-1	0	-1.2	19	2	8	-18	-2	-1
COc1cc(C(=O)NNC(=O)c2cc(S(=O)(=O)N(C)C)ccc2N2CCCC2)cc(OC)c1OC	16	-3	1.5	-5	3	5	-5	-25	-2
CCOC(=O)C(C)Sc1nnc(CNC(=O)c2ccc(OC)cc2)n1C1CCCCC1 (centres undefined)	8	-10	0.5	-4	0	6	5	14	-11
CCc1cc2c(=O)c(-c3nc4ccccc4n3C)c(C)oc2cc1OC(C)=O	-4	-1	-1.6	17	3	4	-1	-14	-5
CCOc1ccc(Cn2nnc(-c3ccc(S(C)(=O)=O)cc3)n2)cc1OCC	6	-5	0.1	3	-1	2	6	-3	1
O=C(COC(=O)c1ccc(Br)o1)NCC(=O)Nc1ccc(F)cc1	9	2	0.2	-6	-1	22	-8	2	3
CCOc1ccc(N=C2SCCCN2C(=O)c2c(CC)noc2C)cc1	3	-2	0.8	-6	-6	-2	-3	-8	-7
C[C@@H]1CN([C@@H](C)CO)S(=O)(=O)c2ccc(Br)cc2O[C@@H]1CN(C)C(=O)NC1CCCCC1	-2	3	-1.3	10	0	1	-4	-6	3
Cc1ccc2[nH]c(C(F)(F)F)cc(=O)c2c1	16	-2	-0.4	17	-2	1	-3	1	3
CCOC(=O)C1(C(F)(F)F)N=C(C(F)(F)F)Nc2ccc(F)cc21 (centres undefined)	0	3	0.1	3	-2	-2	0	-26	-3
CCCCNC(=S)N/N=C/c1ccccc1F	-6	-4	2.0	17	-4	6	-42	-2	-9
O=C(NCCN1CCOCC1)c1ccc(CS(=O)(=O)c2c(Cl)cccc2Cl)o1	-3	-3	3.1	16	-5	0	13	5	9
COc1ccc(NC(=O)N2CCCc3ccccc32)cc1OC	-2	-1	-1.5	-2	-2	1	0	-20	9
O=S(=O)(c1ccc(Br)c2nsnc12)N1CCOCC1	-5	3	-1.8	18	-2	1	-1	9	-1
O=C(NC1CC1)c1scc2c1OCCO2	-2	2	0.9	4	-6	2	0	-1	1
CCN(CC)CCCN1C(=O)C(=O)/C(=C(/O)c2ccc(Cl)cc2)C1c1ccccn1 (centres undefined)	-2	6	-1.7	-1	1	0	17	8	1
CC(C)(C)OC(=O)NCCCCCNC(=O)c1[nH]cnc1C(=O)N[C@@H](Cc1ccccc1)C(=O)OCc1ccccc1	10	-13	2.7	0	-1	13	9	54*	-5
CCc1ccc(N2CC(C(=O)OCC(=O)NC3CC3)CC2=O)cc1 (centres undefined)	-3	4	-1.6	-10	4	-1	-2	0	-4
Cc1cccc(C)c1OCC(=O)OC/C(O)=C(\C#N)c1nc2ccccc2[nH]1	-8	4	0.0	4	1	1	-8	2	10
O=C(NC(=S)NCc1ccc(F)cc1)c1ccccc1	11	2	-2.4	-5	-4	-1	3	-41	5

4 compounds picked at random from those above, as already listed:
SMILES	CHRM5 antagonist	CHRM5 PAM	CRFR2-BP ag	CHO-K1 Ca PAM	M5 ag	TAAR1 ag	CRFBP-R2 block	TAAR1 antag	CHRM4 PAM
CCN(CC)CCCN1C(=O)C(=O)/C(=C(/O)c2ccc(Cl)cc2)C1c1ccccn1 (centres undefined)	-2	6	-1.7	-1	1	0	17	8	1
COc1ccc(NC(=O)N2CCCc3ccccc32)cc1OC	-2	-1	-1.5	-2	-2	1	0	-20	9
Cc1ccc2[nH]c(C(F)(F)F)cc(=O)c2c1	16	-2	-0.4	17	-2	1	-3	1	3
Cc1cccc(C)c1OCC(=O)OC/C(O)=C(\C#N)c1nc2ccccc2[nH]1	-8	4	0.0	4	1	1	-8	2	10

Following part
SMILES	CHRM5 antagonist	CHRM5 PAM	CRFR2-BP ag	CHO-K1 Ca PAM	M5 ag	TAAR1 ag	CRFBP-R2 block	TAAR1 antag	CHRM4 PAM
Cc1onc(-c2ccccc2)c1C(=O)n1nnc2ccccc21	0	-2	-0.8	8	-1	4	-15	-3	5
Cc1ccc(-n2[nH]c(C)c(C=Nc3ccc(S(=O)(=O)Nc4nccs4)cc3)c2=O)cc1C	6	2	-2.4	18	-2	0	28	-11	15
COc1ccc(Nc2nc(NCC3CCCO3)nc(N)c2[N+](=O)[O-])cc1 (centres undefined)	1	9	-1.6	20	13	6	-33	-11	-6
C[C@H]1[C@H](c2ccccc2)C[C@@H](C(=O)O)C1(C)C	0	1	-1.8	-13	4	10	-4	-21	16
Cn1nnc(NC(=S)NC(=O)c2cccc3c(Br)cccc23)n1	-11	3	-0.9	0	-2	2	-6	11	0
CCCCn1c(-c2cccnc2)n[nH]c1=S	1	12	0.1	-14	-7	2	8	-9	7
O=C(CSCc1c(F)cccc1Cl)NNC(=S)NC1CCCCC1	-2	-3	-5.8	0	0	2	-59	2	-3
CCN(CC)c1nc2c(c(=O)[nH]c(=O)n2C)n1CCOc1ccccc1	-5	6	-0.4	24	2	1	-16	-24	2
NC(=O)c1oc2ccccc2c1NC(=O)CS(=O)(=O)c1ccccc1	1	2	0.0	-10	-3	-1	-2	-13	4
CC(C)(C)C1c2[nH]c3ccccc3c2CCN1Cc1cccc(OCCO)c1 (centres undefined)	-4	-6	16	18	-1	9	-95	5	-6
CCn1cc(CN2CCC(n3nccc3NC(=O)Cc3ccccc3)CC2)cn1	11	-2	1.5	14	-5	2	-18	-12	-2
COc1ccc(C(CCN(Cc2ccc(OC)c(OC)c2)C(=O)CCl)c2ccccc2)cc1 (centres undefined)	5	-7	-1.0	24	1	1	1	12	-4
COc1ccccc1CN1[C@@H](CC(=O)O)c2ccccc2S1(=O)=O	14	-6	-1.2	33	0	4	-4	9	10
COC(=O)c1ccc(N2CCc3ccccc32)c([N+](=O)[O-])c1	9	-10	-4.4	12	-2	-1	-2	21	-6
O=C(CC1C(=O)NCCN1CC1CCCCC1)NC1(c2ccccc2)CC1 (centres undefined)	6	-9	6.7	4	-1	10	-34	19	-8
COC(=O)c1nc(N)sc1-c1ccc(Cl)cc1	-6	8	-1.7	26	2	3	7	-10	9
COc1ccccc1CNc1n[nH]c(NCc2ccccc2OC)n1	4	6	-3.3	-8	-1	-1	2	-12	15
Cc1ccc(-c2nc(NCC3CCCO3)sc2C)cc1 (centres undefined)	3	-3	-1.6	-8	-1	-1	-16	3	-8
O=c1c2cnn(-c3ccccc3)c2ncn1Cc1ccccc1F	-1	-1	1.7	16	1	2	-1	0	5
Cc1c(C(=O)OCc2nc3ccsc3c(=O)[nH]2)oc2ccccc12	5	2	0.4	8	4	0	-5	-5	1
COc1ccccc1OC(C)C(=O)Nc1ccccc1C(=O)NCc1cccnc1 (centres undefined)	19	-3	-1.6	12	-1	2	-7	12	-5
CC(=O)c1ccc2cccc3c2c1N=CN3C	5	-3	29	-2	2	4	-5	0	3
O=C(CCn1ccc2ccccc21)Nc1ccc(N2CCOCC2)cc1	1	-5	-1.8	17	0	1	8	10	7
CCCC(C)NC(=O)COc1ccc(S(=O)(=O)N2CCCC2)cc1 (centres undefined)	-30	17	-0.5	-14	0	4	8	-1	12

Entries above marked active in TAAR1 antag:
mol | CHRM5 antagonist | CRFR2-BP ag | M5 ag | CRFBP-R2 block | TAAR1 antag | CHRM4 PAM
CC(C)(C)OC(=O)NCCCCCNC(=O)c1[nH]cnc1C(=O)N[C@@H](Cc1ccccc1)C(=O)OCc1ccccc1 | 10 | 2.7 | -1 | 9 | 54* | -5

Continuation.
SMILES	CHRM5 antagonist	CHRM5 PAM	CRFR2-BP ag	CHO-K1 Ca PAM	M5 ag	TAAR1 ag	CRFBP-R2 block	TAAR1 antag	CHRM4 PAM
O=c1c2c(nc3c(-c4ccccc4)c[nH]n13)CCC2	6	-3	-0.1	0	4	-2	-9	-5	8
O=C(CCO)c1ccc(O)cc1	7	-3	0.2	10	-1	0	1	6	7
COc1ccc(C2C(C(=O)N3CCN(c4ccccc4)CC3)c3ccccc3C(=O)N2C)cc1OC (centres undefined)	2	0	1.0	22	1	6	-13	-6	12
CC(=O)c1ccc(N/C=C/C(=O)c2ccc(Br)cc2)cc1	6	0	0.7	21	2	3	1	-3	0
CCC(=O)c1c(NC(C)C)cc(C)oc1=O	-1	7	2.1	-6	4	5	-8	-17	2
Cc1cc(C)n2nc(C(=O)N3CCN(c4ccc([N+](=O)[O-])cc4)CC3)nc2n1	8	-7	-1.0	-3	0	0	10	-22	-6
CCn1c(SCC(=O)c2ccc(O)c(O)c2)nnc1-c1ccccc1OC	-8	1	3.4	17	-4	16	4	6	5
O=C(C[n+]1cccc2ccccc21)c1ccc(Cl)cc1	11	2	1.6	12	-5	6	-6	-4	2
CC(C)Oc1ccc(C(=O)Nc2ccc(N(C)C)cc2)cc1	1	2	-3.2	9	1	1	25	-12	-1
